NPR2 activator: human GC-B receptor activators, primary screen, HEK293 GC-B cells, cGMP TR-FRET, EC30 CNP; activation, % at 10 µM; hit rate 0.11% among 370,000; AID 1920062, 2024; Atrial natriuretic peptide receptor 2 (Homo sapiens), P20594; 0% at EC30 CNP, 100% saturating CNP;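 active means activation at 10 µM reaching about 35% in either raw or pattern-adjusted values, limit read from the data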
mABHD4 FP: ABHD4 inhibitors, primary screen, biochemical, fluorescence polarization, mouse. (Lyso)-N-acylphosphatidylethanolamine lipase (Mus musculus), Q8VD66. purified mABHD4, FP-Rh probe fluorescence polarization. inhibition, % at 8.92 µM. hit rate 0.54% among 370,000;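 active means inhibition exceeding the mean over every tested compound plus 3 SD, cut at about 30% in these data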;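 further: 0% = plate median of compound wells and 100% = S159A mutant with DMSO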
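Assay system: wild-type mouse ABHD4 protein; compound: single nominal dose of 8.92 µM, 0.89% DMSO final; schedule: 45 min + 60 min at 25 °C; measured by: FP readout, ex 525 nm / em 598 nm; evaluation: % inhibition of FP-Rh probe binding versus controls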
PRMT1 FP inh: PRMT1 methyltransferase inhibitors, primary screen, biochemical, fluorescence polarization | Protein arginine N-methyltransferase 1 (Homo sapiens), Q99873 | recombinant PRMT1, activity-based probe fluorescence polarization | inhibition, % at 2.79 µM | hit rate 1.3% among 370,000;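 active means inhibition above about 21% made by adding two undisclosed values, limit read from the data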
UHRF1 MBD2 ctr: UHRF1 methylated DNA binding inhibitors, primary screen, counter-screen for MBD2 inhibitor project, biochemical, TR-FRET, human UHRF1, single concentration; AID 687016, 2013; E3 ubiquitin-protein ligase UHRF1 (Homo sapiens), Q96T88; inhibition, % at 4.4 µM; hit rate 0.75% among 370,000; UHRF1 binding to methylated oligo; in the data active means inhibition above about 21%;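 further: UHRF1 SRA domain binding a hemimethylated CpG hairpin DNA probe; 0% = median of test compound wells and 100% = reference inhibitor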
Target sequence (Q96T88 whole entry, looked up, the tested form may be a part): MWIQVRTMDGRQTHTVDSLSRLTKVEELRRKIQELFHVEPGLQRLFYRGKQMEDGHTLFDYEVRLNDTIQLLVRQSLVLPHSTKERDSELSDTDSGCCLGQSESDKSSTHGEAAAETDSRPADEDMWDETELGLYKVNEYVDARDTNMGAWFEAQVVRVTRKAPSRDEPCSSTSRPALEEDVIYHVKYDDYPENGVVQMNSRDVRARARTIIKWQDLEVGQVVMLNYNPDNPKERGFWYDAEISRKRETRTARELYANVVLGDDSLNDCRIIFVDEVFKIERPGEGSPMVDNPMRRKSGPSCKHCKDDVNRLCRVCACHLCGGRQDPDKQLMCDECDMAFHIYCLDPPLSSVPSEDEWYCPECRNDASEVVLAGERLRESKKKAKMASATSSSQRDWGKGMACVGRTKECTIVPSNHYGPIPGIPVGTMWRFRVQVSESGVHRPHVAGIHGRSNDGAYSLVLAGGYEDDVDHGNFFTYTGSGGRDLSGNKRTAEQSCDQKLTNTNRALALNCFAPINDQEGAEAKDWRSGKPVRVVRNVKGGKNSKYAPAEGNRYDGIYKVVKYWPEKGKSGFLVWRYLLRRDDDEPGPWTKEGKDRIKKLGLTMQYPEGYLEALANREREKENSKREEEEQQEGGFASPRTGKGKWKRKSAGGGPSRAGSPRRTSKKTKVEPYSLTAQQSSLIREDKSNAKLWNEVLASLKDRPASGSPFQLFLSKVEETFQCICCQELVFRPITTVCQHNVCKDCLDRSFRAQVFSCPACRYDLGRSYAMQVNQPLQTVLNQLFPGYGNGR
HTRA1 inh: HTRA1 serine protease inhibitors, primary screen, biochemical, fluorescence polarization, HTS | Q92743 | recombinant HTRA1, FP-rhodamine activity-based probe | inhibition, % at 5.96 µM | hit rate 0.5% among 340,000; in the data active means inhibition above about 36%;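 further: 0% = enzyme with DMSO and 100% = wells lacking enzyme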
MBD2 DNA inh: inhibitors of MBD2 binding to methylated DNA, primary screen, biochemical, TR-FRET, DNA-binding domain, human; AID 686964, 2013; hit rate 0.31% among 370,000; inhibition, % at 4.4 µM; Methyl-CpG-binding domain protein 2 (Homo sapiens), Q9UBB5; MBD2 binding to methylated oligonucleotide; in the data active means inhibition above about 13%
SIAE primary: human SIAE inhibitors, primary screen, biochemical, fluorescence polarization, FP-Rh probe, 1536-well HTS. SIAE FP-Rh probe binding. AID 1053197, 2014. inhibition, % at 9.66 µM. hit rate 0.69% among 370,000;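 active means inhibition above a cutoff: mean of compounds within the control limits plus 3 SD of those, cut at about 17% in these data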;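 further: 0% = plate median of compound wells and 100% = probe without SIAE protein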
TCR-CD3 inh: inhibitors of human TCR-CD3 interaction, primary screen, biochemical, fluorescence, TAMRA-labeled TCR probe; T-cell receptor (TCR); hit rate 0.37% among 360,000; inhibition, % at 9.4 µM; in the data active means inhibition above about 19%;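 further: recombinant mutant TCR 2C K166C tagged with TAMRA read by polarization; 0% = receptor in buffer alone and 100% = receptor with positive control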
NPR1 activator: GC-A stimulated cGMP production enhancers – HEK293 GC-A cells, cGMP TR-FRET, EC30 ANP, primary screen; Atrial natriuretic peptide receptor 1 (Homo sapiens), P16066; 0% at EC30 ANP, 100% saturating ANP; activation, % at 10 µM; hit rate 0.14% among 370,000; in the data active means activation above about 40%
rCAG RNA binder: binders of r(CAG) RNA repeats, primary screen, biochemical, fluorescence | r(CAG) RNA repeat, TO-PRO-1 dye displacement fluorescence | inhibition, % at 3 µM | hit rate 1.3% among 370,000 | AID 651821, 2012;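 active means inhibition above the plate cutoff, the mean of all test compounds on that plate plus 3 SD, cut at about 35% in these data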;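 further: 0% = DMSO alone and 100% = 100 µM mitoxantrone as full dye displacement; higher means more dye released from RNA so lower well fluorescence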
* = called active by the depositor; · = not tested or not shown; & = joins results of further samples; ! = not active in a repeat. Some of the compounds tested; the hit share may differ from the screen's.

Under each structure: NPR2 activator	mABHD4 FP	PRMT1 FP inh	UHRF1 MBD2 ctr	HTRA1 inh	MBD2 DNA inh	SIAE primary	TCR-CD3 inh	NPR1 activator	rCAG RNA binder
- COc1cc2c(cc1OC)C(c1cccc(Br)c1)NC(=O)C2 (stereo unspecified)
→ -20	0	0	-1	5	0	-2	-4	-18	-3
- O=C(Cc1ccc([N+](=O)[O-])cc1)Nc1ccc(C(=O)N2CCOCC2)cc1
→ 5	-1	-1	0	1	-1	1	-2	0	14
- CCOC(=O)N/N=C/c1c(C)nn(-c2ccccc2Cl)c1Cl
→ -8	2	0	0	-8	4	-3	2	-9	-7
- COC(OC)C12c3ccccc3C(c3ccccc31)C1C(=O)N(c3cccnc3)C(=O)C12 (stereo unspecified)
→ 0	2	0	1	3	2	-1	-8	-5	-6
- Cc1ccc(OCCn2cc(C=O)c3ccccc32)cc1
→ 0	-6	4	1	-20	6	-1	1	0	-1
- CSCCC(NC(=O)c1ccco1)C(=O)N(C)CC(=O)Nc1ccccc1Br (stereo unspecified)
→ 0	-6	0	1	1	-1	5	6	1	-5
- O=C(c1cc2c(c(-c3cccc(-c4ccncc4)c3)n1)[C@H](CCO)N(C(=O)c1ccc3c(c1)OCO3)C2)N1CCOCC1
→ -1	4	9	-2	·	8	2	0	0	2
- COc1cc(C(=O)Nc2ccc(N3CCOCC3)cc2)ccc1OCc1c(C)noc1C
→ 4	7	-1	3	4	0	3	-7	-4	-7
- O=C(NC1C2CCCC1CN(C1CC1)C2)c1ccc(Cl)cc1 (stereo unspecified)
→ -3	-1	0	1	-29	5	-7	-3	5	-1
- O=C(CSc1nc2ccccc2[nH]1)Nc1ccc2[nH]c(=O)[nH]c2c1
→ 6	-2	7	6	8	-2	-3	-13	7	1
- CCOc1ccc(N(CC(=O)Nc2ccc(C)cc2)S(=O)(=O)c2c(C)[nH]c(=O)[nH]c2=O)cc1
→ -7	0	0	1	-1	-4	6	2	2	23
- CCOC(=O)Cc1csc(Nc2ccc(Cl)cc2)n1
→ -6	-7	0	-3	0	-4	0	6	-2	-3
- CC(C)(C)N(NC(=O)c1ccccc1)C(=O)c1cccc(C(=O)N(NC(=O)c2ccccc2)C(C)(C)C)c1
→ 0	-4	1	1	-9	4	-6	5	-12	-3
- Cc1nnc(SCC(=O)Nc2cc(C(N)=O)cc(C(N)=O)c2)n1-c1ccccc1
→ 6	-7	8	4	7	9	-5	-7	5	1
- CCOC(=O)[C@H]1[C@H]2COc3ccc(OC)cc3[C@@H]2N2C(=O)c3cc(C)ccc3NC(=O)[C@@]12C
→ 1	7	2	4	-1	-4	6	-5	-1	-1
- Cc1[nH]c2ccc(C(=O)O)cc2c1C
→ 2	-1	3	2	-1	5	5	-1	4	-2
- Cc1ccc(NC(=O)C2COc3ccccc3O2)nc1 (stereo unspecified)
→ -3	-7	0	7	-1	4	3	-4	-2	1
- Cc1ccnc(SCC(=O)Nc2cc(C)on2)n1
→ 0	1	1	0	6	2	-3	2	1	0
- COc1ccc(CN(C(C)=O)c2ccccc2C(=O)O)cc1
→ 1	2	2	0	0	2	1	-4	5	3
- CCn1c(Cn2nnc(-c3ccccc3)n2)nnc1SCC(=O)Nc1cccc(C)c1C
→ -3	-2	2	3	-2	2	0	-4	1	-4
- CCOc1ccc(-n2c(COc3ccc(C)cc3)nnc2SCC(=O)c2ccc3ccccc3c2)cc1
→ -1	-10	-2	9	·	-3	1	·	0	7
- CC(C)n1c(SCC(=O)NC2CC2)nnc1-c1ccco1
→ 6	2	0	-4	3	-5	7	12	-1	-1
- COc1ccc(CC(=O)N(Cc2ccccc2)C(C)C)cc1
→ -6	-8	-3	-1	-1	-7	-6	2	-2	-1
- CCN(CC)CCn1c(NS(=O)(=O)c2ccc(Cl)cc2)nc2ccccc21
→ 3	-6	5	1	0	5	1	-7	-3	-6
- COc1ccc(Cn2nnnc2CN(Cc2cc3cc(C)ccc3[nH]c2=O)C2CCCC2)cc1
→ ·	7	-1	1	-6	1	-3	-2	·	0
- CCOC(=O)C1C(=O)CC(C)(O)C(C(=O)OCC)C1c1cc(Br)ccc1OC (stereo unspecified)
→ -19	-11	-1	2	0	5	-13	8	-39	-5
- COc1cc(CC(NC(C)=O)C(=O)NC2CCN(C(=O)Nc3ccc(C)cc3)CC2)cc(OC)c1 (stereo unspecified)
→ -2	-4	-3	3	0	-3	5	1	1	-4
- COc1ccc(NC(=O)c2ccc(-n3cccn3)c([N+](=O)[O-])c2)cc1
→ -11	-13	-5	0	-1	-4	-7	3	1	5
- CCOC(=O)CSC1=C(C#N)C(c2ccccc2)C(C(C)=O)=C(C)N1 (stereo unspecified)
→ -2	4	3	-2	-2	3	9	-4	1	-6
- COc1cccc(C2c3[nH]c4ccccc4c3CCN2Cc2cccc(C)n2)c1 (stereo unspecified)
→ -3	-4	3	11	-11	2	3	-7	-7	-2
- Cc1cccc(C(=O)N=c2c(C#N)cc3c(=O)n4cccc(C)c4nc3n2Cc2ccco2)c1
→ -5&-4	11&-1	25*!	0&7	-15&-13	-10&1	-10&-13	8&9	0&-5	47*
- CCN(CC)CC(O)CN(c1ccccc1)S(=O)(=O)c1ccc2ccccc2c1 (stereo unspecified)
→ -2	5	3	1	-14	1	-1	-10	-11	4
- O=C(Nc1ccc(NC(=O)c2cccs2)cn1)c1ccco1
→ -7	-4	2	3	-10	0	-9	-4	-2	7
- CN(C)c1nc(SCCOC(=O)Nc2ccccc2)nc(N(C)C)n1
→ -6	-8	2	0	-31	0	0	-5	-10	-5
- CCCCC1=NN(C(=O)c2cccnc2)C(O)(C(F)(F)F)C1 (stereo unspecified)
→ 2	-7	-3	3	·	1	-1	2	0	2
- CC(=O)N(Cc1ccc(F)cc1)C1=C(NCCc2ccccc2)C(=O)c2ccccc2C1=O
→ -11	13	3	2	25	1	9	2	-16	0
- O=C(Cc1ccccc1)Nc1ccc(NC(=O)c2ccco2)cc1Cl
→ 2	1	1	0	-11	0	-1	5	4	1
- COc1ccccc1S(=O)(=O)N(C)C[C@H]1Oc2cc(Br)ccc2S(=O)(=O)N([C@H](C)CO)C[C@H]1C
→ -4	9	0	-4	·	0	-9	6	-6	5
- CC(=O)NCC1(O)CCCC(C)C1 (stereo unspecified)
→ 2	5	6	-2	2	-8	3	-11	4	-4
- CC(C)C1C(=O)N(Cc2cn(Cc3ccco3)nn2)CCS(=O)(=O)N1Cc1ccc(-c2ccc(Cl)c(Cl)c2)cc1 (stereo unspecified)
→ -3	-17	0	0	-66	-2	-10	7	-9	14
- Cc1ccc(C(C)C)c(OCC(=O)Nc2ccc3c(c2)nc(CN2CCCC2)n3C)c1
→ 6	0	0	-1	-27	2	1	0	-1	-10
- COc1ccc(N(CC(=O)N/N=C/c2ccc(F)cc2)S(=O)(=O)c2ccccc2)cc1
→ -1	-11	2	1	-31	-4	-6	-1	4	4
- O=C(O)CSCC(=O)N1N=C2/C(=C/c3ccccc3)CCCC2C1c1ccccc1 (stereo unspecified)
→ 4	-5	4	-3	-20	1	0	1	6	28
- CC(C)C[C@H]1COc2c(Cl)cccc2S(=O)(=O)N1Cc1cccc(Cl)c1
→ -4	-17	-1	0	·	1	-14	2	-4	7
- Cc1cc(OCC(=O)NCc2ccccn2)c2c(C)c(Cc3ccccc3)c(=O)oc2c1
→ 21	-5	-6	0	-3	-5	0	2	17	0
- CCOc1ncnc2c1sc1nc(C)cc(C)c12
→ -3	-9	10	5	5	10	-8	-2	6	-3
- Cc1ccc(C)c(C(=O)O/N=C(\N)c2ccc(Br)cc2)c1
→ 1	7	0	0	-19	-3	3	6	-2	1
- COc1cc(C(=O)NCC2(N(C)C)CCCCC2)ccc1OCc1ccccc1
→ -5	-9	-4	4	0	-6	0	-7	1	-3
- COc1ccc(OC)c2[nH]c(=O)c(CCNC(=O)C(C)C)cc12
→ 2	-3	-3	-1	2	-4	-7	3	-2	2
- CN(C)c1nc(N)nc(-c2cccnc2)n1
→ 2	3	-4	0	-3	2	-4	3	4	2
- C=CC(=O)N1C/C=C\C(c2ccc(OC)cc2)N(Cc2ccc(F)cc2)C(=O)C1 (stereo unspecified)
→ -1	5	0	-4	-2	1	11	6	-2	-8
- O=C(Cc1cccc2ccccc12)Nc1ccc(-c2cc3ccccc3oc2=O)cc1
→ 2	-32	-5	-3	-11	-4	-21	38*	12	20
- Cc1cccc(NC(=S)N2CCN(c3cc(C)ccc3C)CC2)c1
→ 2	2	-1	0	-3	-1	4	-4	5	-6

Screening results (PubChem BioAssay)
